# Compound activity from PubChem.
# KDM5B inhibitor = KDM5B demethylase inhibition; Q9UGL1; KDM5B demethylase, FDH-coupled NADH fluorescence (FDH is formaldehyde dehydrogenase); Potency, µM (top dose mostly 57.7 µM), inactives show top-dose activity change, negative = inhibition, most hits filed as inhibitors; 2.6% of 220,000 active; active = well fitted inhibition curve with a large enough effect; inconclusive = small, poorly fitted or top-dose-only effect; inactive = no such curve, though single readings can be large or run the other way; note: 0% is about no effect; nearly all actives have a fitted effect of over 70% in size
# Target sequence (Q9UGL1 whole entry, looked up): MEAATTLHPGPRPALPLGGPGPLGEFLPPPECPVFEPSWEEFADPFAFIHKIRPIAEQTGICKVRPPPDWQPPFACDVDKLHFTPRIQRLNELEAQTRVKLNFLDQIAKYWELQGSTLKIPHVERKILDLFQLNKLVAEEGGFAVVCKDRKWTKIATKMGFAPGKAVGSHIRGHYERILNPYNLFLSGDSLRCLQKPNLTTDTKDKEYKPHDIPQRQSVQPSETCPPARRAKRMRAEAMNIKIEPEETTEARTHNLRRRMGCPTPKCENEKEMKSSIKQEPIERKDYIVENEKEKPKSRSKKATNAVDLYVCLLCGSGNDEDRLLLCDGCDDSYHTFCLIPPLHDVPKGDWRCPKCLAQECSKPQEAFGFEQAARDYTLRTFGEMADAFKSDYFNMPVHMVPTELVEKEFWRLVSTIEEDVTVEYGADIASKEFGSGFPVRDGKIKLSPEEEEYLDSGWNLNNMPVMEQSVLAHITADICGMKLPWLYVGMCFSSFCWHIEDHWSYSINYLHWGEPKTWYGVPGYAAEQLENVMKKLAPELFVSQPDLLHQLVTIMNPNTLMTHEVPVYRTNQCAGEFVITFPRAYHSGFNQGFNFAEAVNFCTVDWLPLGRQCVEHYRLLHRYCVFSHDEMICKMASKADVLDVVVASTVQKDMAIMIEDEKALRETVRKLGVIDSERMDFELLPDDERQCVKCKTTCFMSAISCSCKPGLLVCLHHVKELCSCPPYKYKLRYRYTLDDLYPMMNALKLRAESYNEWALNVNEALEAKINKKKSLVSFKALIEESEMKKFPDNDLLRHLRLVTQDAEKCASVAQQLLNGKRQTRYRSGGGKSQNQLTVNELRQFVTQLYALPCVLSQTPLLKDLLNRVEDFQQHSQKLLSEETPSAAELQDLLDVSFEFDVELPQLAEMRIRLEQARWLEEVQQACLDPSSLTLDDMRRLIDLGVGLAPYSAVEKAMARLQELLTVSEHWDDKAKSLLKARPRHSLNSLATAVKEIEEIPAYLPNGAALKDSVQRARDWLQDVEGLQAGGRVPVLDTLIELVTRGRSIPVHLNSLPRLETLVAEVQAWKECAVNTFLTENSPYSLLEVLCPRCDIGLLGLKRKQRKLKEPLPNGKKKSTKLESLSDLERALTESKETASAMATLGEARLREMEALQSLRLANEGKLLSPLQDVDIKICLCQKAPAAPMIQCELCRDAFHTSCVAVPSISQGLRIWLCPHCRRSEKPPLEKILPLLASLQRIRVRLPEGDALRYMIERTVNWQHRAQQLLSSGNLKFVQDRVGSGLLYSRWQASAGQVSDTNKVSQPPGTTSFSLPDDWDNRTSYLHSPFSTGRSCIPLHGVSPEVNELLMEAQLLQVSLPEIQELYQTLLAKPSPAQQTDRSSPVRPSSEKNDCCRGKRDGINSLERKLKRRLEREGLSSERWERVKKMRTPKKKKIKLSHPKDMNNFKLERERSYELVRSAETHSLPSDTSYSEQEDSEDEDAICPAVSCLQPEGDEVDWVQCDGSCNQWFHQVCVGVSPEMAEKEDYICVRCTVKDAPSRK
#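 Here, H3K4me3 peptide (12.5 µM in substrate mix) is demethylated by KDM5BΔAP, 200 nM final, after 10 min compound exposure. Formaldehyde product is coupled through FDH (0.25 U/mL in mix) to NADH fluorescence; 30-min ΔRFU feeds dose-response curves.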
# * hit, by the source's call; ? = inconclusive; & = joins results of further samples; [ ] = remark or other dose. Potency is the fitted concentration of half-maximal effect. Only part of the results is shown (hit frequency here may not be typical).
SMILES,KDM5B inhibitor
O=C(Nc1cccc(Cl)c1)c1cc(-c2ccccc2)on1,-1%
CC(=O)c1c2ccccc2cc2ccccc12,?
Cc1nc(SC(C(N)=O)c2ccccc2)c(C#N)c(C)c1C (stereo not given),37%[activator]
Cc1cccc(C(=O)Nc2nnc(S(=O)(=O)N(C)Cc3ccc(Cl)cc3)s2)c1,-19%
O=C(COC(=O)C12CC3CC(CC(C3)C1)C2)Nc1ccc(F)cc1[N+](=O)[O-],10%
CCCn1nc(C)cc1CN(C)c1ccc(NC(=O)c2cccc(Cl)c2)cc1C(=O)O,-30%
Cc1ccc(Cl)cc1-n1ncc2c(N3CCCCCC3)ncnc21,-21%
CCc1nc(-c2c3n(c(=O)n(Cc4ccc(F)c(F)c4)c2=O)CCCCC3)no1,24%
O=C(c1ccncc1)N1CC2CC(C1)[C@H]1CCCC(=O)N1C2 (stereo not given in full),18%
CN(CCCc1cnn(C)c1)C(=O)C1CNCCO1 (stereo not given),?
Cc1ccc(NC(=O)CC2CCN(S(C)(=O)=O)C2)cc1 (stereo not given),9%
COc1ccc(-c2noc(-c3ccc(N4CCCC4)c([N+](=O)[O-])c3)n2)cc1,10%
Cc1cccc(NC(=O)Cn2c(=O)n(-c3ccc(CC(=O)NC4CC4)cc3)c(=O)c3ccccc32)c1,13%
Cc1ccc(CN2CC(C(=O)NNC(=O)c3ccc(F)cc3)CC2=O)cc1 (stereo not given),23%
Cn1c(CCCOc2ccc(Cl)cc2Cl)nnc1SCc1ccccc1Cl,-9%
Cc1ccc(N2CCN(C(=O)Cc3c(C(=O)O)c(C)cn3C)CC2)c(C)c1,-24%
Cc1nnnn1-c1ccc(NS(=O)(=O)NCc2ccccc2)cc1,22%
Cn1cccc1CN1CCCC2(C1)C(=NC1CCCC1)NC(=O)N2c1cc(F)cc(F)c1 (stereo not given),-10%[115 µM]
Cc1ccc(-n2c(=O)c3c4c(sc3n(CC(=O)c3ccc(Cl)cc3)c2=O)CCC4)cc1C,-26%
Cc1nc2c(c(C)nn2-c2ccccc2)c(C)c1CCC(=O)NCCc1ccccc1,?

# Next section; it opens with the 5 that closed the last part.
SMILES,KDM5B inhibitor
Cc1ccc(N2CCN(C(=O)Cc3c(C(=O)O)c(C)cn3C)CC2)c(C)c1,-24%
Cc1nnnn1-c1ccc(NS(=O)(=O)NCc2ccccc2)cc1,22%
Cn1cccc1CN1CCCC2(C1)C(=NC1CCCC1)NC(=O)N2c1cc(F)cc(F)c1 (stereo not given),-10%[115 µM]
Cc1ccc(-n2c(=O)c3c4c(sc3n(CC(=O)c3ccc(Cl)cc3)c2=O)CCC4)cc1C,-26%
Cc1nc2c(c(C)nn2-c2ccccc2)c(C)c1CCC(=O)NCCc1ccccc1,?
CSCc1noc(CNC(=O)c2ccc(-c3ccccc3Cl)o2)n1,32µM*
COc1cccc(NC(=O)C(Cc2ccccc2)n2cccc2)c1 (stereo not given),10%
CC1(C)CC(C(=O)c2ccccc2)CCO1 (stereo not given),-3%
Cc1cc(C)cc(Oc2c(C(F)(F)F)oc3cc(OCc4ccccc4)ccc3c2=O)c1,-7%
COc1ccc(C(C[N+](=O)[O-])c2c(C)cc3ccccn23)c(OC)c1 (stereo not given),-23%
CC1=C(C(=O)Nc2ccccc2)C(c2ccc[nH]2)n2ncnc2N1 (stereo not given),-7%
COc1ccc(Nc2n[nH]c(C(O)c3cccc(C(F)(F)F)c3)n2)cn1 (stereo not given),?
COCCC(=O)N[C@@H]1CN(Cc2ccccc2)C[C@H]1CN(C)C,15%
O=C(OCc1nnc(-c2ccc(Br)cc2)o1)c1ccco1,18%
Cn1nccc1CN1CC(Oc2ccc3c(c2)OCO3)C1,12%[149 µM]

# 6 compounds out of the list above, ordered by their value in KDM5B inhibitor, rising.
SMILES	KDM5B inhibitor
COc1ccc(C(C[N+](=O)[O-])c2c(C)cc3ccccn23)c(OC)c1 (stereo not given)	-23%
Cc1cc(C)cc(Oc2c(C(F)(F)F)oc3cc(OCc4ccccc4)ccc3c2=O)c1	-7%
CC1(C)CC(C(=O)c2ccccc2)CCO1 (stereo not given)	-3%
COc1cccc(NC(=O)C(Cc2ccccc2)n2cccc2)c1 (stereo not given)	10%
COCCC(=O)N[C@@H]1CN(Cc2ccccc2)C[C@H]1CN(C)C	15%
O=C(OCc1nnc(-c2ccc(Br)cc2)o1)c1ccco1	18%

# Remaining list, next part
SMILES,KDM5B inhibitor
CC(C)c1csc(CN2CCN(c3ncccc3C#N)CC2)n1,?
O=c1oc(-c2ccc(F)cc2)nn1CC(O)COc1ccc(Br)cc1 (stereo not given),1%
Cc1ccc(CN(c2ccc(C(=O)NC(C(C)C)C(C)C)cc2)S(C)(=O)=O)cc1,13%
CCCSc1nnc(-c2cc(Br)ccc2NC(C)=O)c(=O)[nH]1,5%
O=C(O)CCCc1c[nH]c2ccccc12,13%
Cn1cc(C(=O)NC2CC2)c(-c2ccc3c(c2)OCCCO3)n1,12%
CCN1C(=O)C2(c3ccccc31)N1CC3(C)CN2CC(CC)(C1)C3=O (stereo not given),-1%
O=C(CNc1cccc(S(=O)(=O)N2CCCC2)c1)N1CCN(C(=O)c2cccs2)CC1,3%
O=C(C1CCCO1)N1CCC(N(Cc2ccccc2)C2CCOCC2)CC1 (stereo not given),-13%
O=C1c2ccccc2C(=O)C1c1ccc(Br)cc1,17%

# For reference, 3 of the compounds above:
SMILES,KDM5B inhibitor
CC(C)c1csc(CN2CCN(c3ncccc3C#N)CC2)n1,?
O=c1oc(-c2ccc(F)cc2)nn1CC(O)COc1ccc(Br)cc1 (stereo not given),1%
Cc1ccc(CN(c2ccc(C(=O)NC(C(C)C)C(C)C)cc2)S(C)(=O)=O)cc1,13%

# New compounds follow
SMILES,KDM5B inhibitor
CC(/C=C1\SC(=S)N(NC(=O)c2ccncc2)C1=O)=C\c1ccccc1,-22%
O=C(CSc1ncc(-c2ccc(F)cc2)o1)Nc1ccc(Cl)cc1,-5%
CC(C)(C)c1ccc2cc(C(=O)N3CCCCC3)[nH]c2c1,-9%
COc1ccc(C)cc1-n1c(SCC(=O)NCC2CCCO2)nc2c([nH]c3ccccc32)c1=O (stereo not given),-15%
Cc1ccccc1NC(=S)NNC(=O)c1ccco1,-20%
CS(=O)(=O)N(CC(=O)NCCSc1ccccc1)c1cc(C(F)(F)F)ccc1Cl,-26%
COCCc1ccc(-c2csc(NC(=O)Cn3cnc4c3c(=O)n(C)c(=O)n4C)n2)cc1,7%
CC(Sc1nc(C(F)(F)F)nc2ccccc12)C(=O)Nc1ccc(N(C)C)cc1 (stereo not given),13%
Cc1nn(C)c2nc(NCCCOC3CCCC3)sc12,-19%
CC(NC(=O)c1ccc2c(c1)N(Cc1ccc(Cl)cc1)C(=O)c1ccccc1S2=O)c1ccccc1 (stereo not given),-15%
CCSc1nc(N)c2c(n1)NC1=C(C(=O)CC(C)(C)C1)C2c1cccs1 (stereo not given),?
Cc1cccc(Cn2c(NCCCO)nc3c2c(=O)[nH]c(=O)n3C)c1,10%
CCN1c2cc(C(=O)NCc3cccc(C)c3)ccc2C(=O)N2CCCCCC21 (stereo not given),?
O=C([C@@H]1C[C@H](Oc2ccccc2)CN1C(=O)CN1CCCCCC1)N1CCOCC1,10%
COc1ccc(OCc2nc3c4c(C)c(C)n(CCCN(C)C)c4ncn3n2)cc1,?
Cc1cccc(C(=O)N2CCN(C(=O)c3nnn4c3COC(c3ccc(F)cc3)C4)CC2)c1 (stereo not given),-6%
Cc1nc(-c2cccc(F)c2)sc1CCNC(=O)C1CCCC1,?
Fc1ccc(C2=CC(c3cccc(Br)c3)n3nnnc3N2)cc1 (stereo not given),-2%
CCS(=O)(=O)c1ncc(CN(C)Cc2cn(C)nc2C)n1CCc1ccccc1,10%
COc1cc(NC(=O)NC[C@H]2O[C@@H](CO)[C@@H](O)[C@H]2N2CCC(C)CC2)cc(OC)c1,-29%
Cc1cc(C(=O)N2CCCC(c3nccn3Cc3ccccn3)C2)c(C)o1 (stereo not given),-10%
COc1ccc(N2CCN(C(=O)Cn3cccc3-c3nc(-c4ccc5c(c4)OCO5)no3)CC2)cc1,36%
Cc1cnc(CCNC(=O)c2ccco2)n1C1CCC1,-24%
CCNC(=O)NC(=O)C(C)Sc1nnc(-c2ccccc2)n1CC (stereo not given),17%
O=C(NCC(O)c1ccc([N+](=O)[O-])cc1)C(c1ccccc1)c1ccccc1 (stereo not given),11%
O/N=C/c1ccc(Cl)cc1,19%
CCCn1c(C)cnc1C1CCN(C(=O)C2CC2)C1 (stereo not given),16%
CNS(=O)(=O)c1ccc(NC(=O)C2c3ccccc3Oc3ccccc32)cc1,-2%
O=C(OCc1ccc(F)cc1)c1cccnc1Cl,13%
Cc1nn(-c2ccccc2)c(OC(=O)C(C)C)c1Sc1ccccc1,?
CCN1CCOC(=O)C1CC(=O)Nc1cccc(OC)c1 (stereo not given),-94%
CCOC(=O)c1c(CC(C)C)csc1/N=C/C1=C(O)CCCC1=O,?
Cc1ccc(N2C(=O)CSC23C(=O)N(CC(=O)NCc2ccccc2)c2ccccc23)cc1C (stereo not given),-13%
CCCC12CN3CC(CCC)(CN(C1)C3c1c[nH]c3ccc(OC)cc13)C2=O (stereo not given),-12%&-1%
Cn1nccc1C(=O)N1CCCC(c2noc(COc3ccccc3)n2)C1 (stereo not given),-8%
Cc1ccc(C(=O)N2CCC3(CC2)N=C(c2ccccc2)NO3)cc1F,1%
CC(C)C(CNC(=O)C1CCN(c2nc3ccccc3o2)CC1)N(C)C (stereo not given),4%
Cn1cccc1C(=O)N1CCCC(c2nc(CCOCC3CCOCC3)no2)C1 (stereo not given),20%
Cc1ccc2oc3c(c(=O)c2c1)C(c1ccccc1F)N(c1ccccn1)C3=O (stereo not given),6%
COc1cccc(NS(=O)(=O)c2cc(C(=O)N3CCCC3)cs2)c1,-5%
Cc1cnc(C(=O)NCc2sccc2C)cn1,10%
COc1ccc(C(=O)Oc2cc(C)ccc2C)cc1I,-11%
Cn1c2c(c3ccccc31)CN(C(=O)Nc1ccc(Cl)cc1Cl)CC2,22µM*
CC(C)Cc1noc(CN(C)C(=O)CC2C(=O)NCCN2CC(C)C)n1 (stereo not given),-22%
CCCN1C=NS(=O)(=O)c2cc(C(=O)NC3CCCCC3)ccc21,10%
Cc1cc(NC(=O)N(Cc2ccc(C)o2)C2CC2)no1,3%
CCCn1c(C)cnc1C1CCN(S(C)(=O)=O)C1 (stereo not given),14%
Cc1ccc(-c2[nH]c(-c3ccccc3)nc2SCC(=O)NCC2CCCO2)cc1 (stereo not given),9%
Cc1ccc(NC(=O)CN2CCSc3ccc(S(=O)(=O)N4CCCC4)cc32)cc1,?
CC[C@H]1CN(S(=O)(=O)c2c(C)noc2C)CC[C@H]1CC(=O)Nc1nccs1,-32%[86.2 µM]
# Remaining list, next part
SMILES,KDM5B inhibitor
COc1cccc(NC(=O)c2nnn(Cc3ccc(OC)c(Br)c3)c2N)c1,1%
N#Cc1ccc(CSc2ccccc2C(=O)Nc2ccc3c(c2)OCO3)cc1,-7%
COC(=O)Cc1ccc(OCc2ccccc2C#N)cc1,-4%
COC(=O)c1ccc(C2C(C#N)=C(C)NC(C)=C2C(=O)Nc2ccccc2)cc1 (stereo not given),-6%
COc1ccc2c(CNCc3cccs3)c(C(=O)O)n(Cc3ccc(F)cc3)c2c1,-4%
Cc1ccc(S(=O)(=O)N2CCOCC2)cc1C(=O)NC(=S)N1CC(C)OC(C)C1 (stereo not given),14%
N#CCCCOC(=O)c1cc(-c2cccs2)nc2ccccc12,?
Cc1noc(C)c1S(=O)(=O)N1CC(C(=O)NC2CCCCC2)C2(CCOCC2)C1 (stereo not given),13%
O=C(NCc1cccs1)c1ccc2c(c1)CC(=O)N2Cc1ccc(F)cc1,-17%
COc1ccc(OC)c(NS(=O)(=O)c2ccc(-c3cnc(C)o3)cc2)c1,10%

# KDM5B inhibitor, hit marks shown above.
SMILES,KDM5B inhibitor
CSCc1noc(CNC(=O)c2ccc(-c3ccccc3Cl)o2)n1,32µM*
Cn1c2c(c3ccccc31)CN(C(=O)Nc1ccc(Cl)cc1Cl)CC2,22µM*

# (continued)
SMILES,KDM5B inhibitor
COc1cccc(Nc2nc(-c3ccccc3)cs2)c1,?
CCN1CCCC2(CCN(C(=O)CCc3n[nH]c(C)c3C)C2)C1=O (stereo not given),39%[activator]
CCN1CCC(NC(=O)C2CC(C)=C(C)CC2C(=O)O)CC1 (stereo not given),8%
O=C1CCCCN1Cc1nc(C2CCOC2)no1 (stereo not given),0%
O=C1CO[C@H]2CCN(Cc3cccs3)CC[C@@H]2N1Cc1ccccc1,-10%[86.2 µM]
CCOCc1nc(C2CCCN(C(=O)c3ccsc3)C2)no1 (stereo not given),8%
O=C(NC[C@H]1OC[C@@H](N(Cc2cnc[nH]2)Cc2cnc[nH]2)[C@@H]1O)C1CCCC1,32%[86.2 µM]
COc1ccc(CN2CCOC[C@H]2c2ncc(-c3ccc(S(C)(=O)=O)cc3)[nH]2)cc1,35µM*
O=C(N/N=C/c1cccc(O)c1)C1CC1,21%
CCOc1ccccc1C(=O)N(Cc1cccs1)c1ccc(Cl)cc1,-1%
O=C(CN1C(=O)CC(c2ccc(F)cc2)=Nc2ccccc21)NCc1ccccc1Cl,-5%
C(=N\N=C(c1ccccc1)c1ccccc1)/c1ccccn1,18%
CCCCn1cc2c(c1-c1ccc(Br)cc1)c(=O)n(C)c(=O)n2C,?
O=C1CCN(C(=O)C2CCOCC2)CCCC(c2nc(-c3cccnc3)no2)CCN1 (stereo not given),5%
COc1ccc(N2CC(C(=O)NCc3cccc(Cl)c3)NC2=O)cc1 (stereo not given),-5%
Cc1oc(-c2nc(C#N)c(N3CCOCC3)o2)cc1S(=O)(=O)N1CCCC1,85%[activator]
